ERAP1 inh – human ERAP1 aminopeptidase inhibitors, primary screen, biochemical, single point, plate reader; Endoplasmic reticulum aminopeptidase 1 (Homo sapiens), Q9NZ08; hit rate 0.15% among 340,000; inhibition, % at 10.7 µM; recombinant ERAP1, Leu-AMC fluorescence, 60 min; AID 652197, 2013;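 active means mean replicate inhibition of at least 30%, or all replicates individually reaching that 30% level; inactive means mean below 30% and not every replicate reaching it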;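 further: 0% = neutral control wells and 100% = L-leucinethiol positive control wells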
RAD52 inh – RAD52 DNA annealing inhibitors, primary screen, biochemical, FRET, single point, set 2; DNA repair protein RAD52 homolog (Homo sapiens), P43351; recombinant RAD52 DNA annealing, FRET fluorescence; inhibition, % at 18.7 µM; hit rate 0.46% among 360,000;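 active means every replicate showing at least 50% inhibition; inconclusive means mean inhibition at least 50% but not in every replicate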
Target sequence (P43351 whole entry, looked up): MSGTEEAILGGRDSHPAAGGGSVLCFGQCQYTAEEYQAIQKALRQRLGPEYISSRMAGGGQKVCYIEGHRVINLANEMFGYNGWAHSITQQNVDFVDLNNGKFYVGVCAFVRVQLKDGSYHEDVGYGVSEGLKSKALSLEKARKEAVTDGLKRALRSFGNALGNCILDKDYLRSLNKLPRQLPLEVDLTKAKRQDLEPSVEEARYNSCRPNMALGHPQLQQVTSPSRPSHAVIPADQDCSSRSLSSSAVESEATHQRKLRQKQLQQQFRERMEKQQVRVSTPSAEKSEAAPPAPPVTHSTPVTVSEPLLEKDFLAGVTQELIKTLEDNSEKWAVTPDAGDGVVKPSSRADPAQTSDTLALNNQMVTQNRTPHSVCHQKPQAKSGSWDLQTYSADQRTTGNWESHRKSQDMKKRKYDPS
ERp5 inh – inhibitors of ERp5-driven insulin aggregation, primary screen, biochemical, turbidity, absorbance 650 nm, single point | Protein disulfide-isomerase A6 (Homo sapiens), Q15084 | 90 min | inhibition, % at 9.99 µM | hit rate 0.05% among 350,000;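 active means mean replicate inhibition above about 25%, with every replicate also reaching it, limit read from the data, passing the limit was not always enough; inconclusive means only one of those two criteria met; inactive means neither criterion met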
Target sequence (Q15084 whole entry, looked up): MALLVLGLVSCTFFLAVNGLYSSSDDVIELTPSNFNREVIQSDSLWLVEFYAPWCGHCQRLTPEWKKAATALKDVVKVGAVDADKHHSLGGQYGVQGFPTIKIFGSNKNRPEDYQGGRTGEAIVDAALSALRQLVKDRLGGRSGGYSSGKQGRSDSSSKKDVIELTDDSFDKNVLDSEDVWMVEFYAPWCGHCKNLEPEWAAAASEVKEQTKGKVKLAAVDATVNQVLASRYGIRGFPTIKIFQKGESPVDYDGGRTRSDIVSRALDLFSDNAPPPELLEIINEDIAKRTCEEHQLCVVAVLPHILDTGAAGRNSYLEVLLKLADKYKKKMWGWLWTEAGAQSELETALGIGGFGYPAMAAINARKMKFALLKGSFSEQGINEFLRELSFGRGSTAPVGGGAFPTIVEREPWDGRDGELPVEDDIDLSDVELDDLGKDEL
E-sel inducer – E-selectin induction in HUVECs, primary screen, imaging, HUVEC, immunofluorescence imaging, single point | P16581 | normalized: neutral wells 0, TNF-alpha wells 100 | activation, % at 7.58 µM | hit rate 0.37% among 260,000 | AID 686992, 2013;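 active means mean E-selectin-positive cell signal at least 10% of the positive control, reached in at least 60% of replicates, without over 20% cell loss; inconclusive means no rule given, readout overlaps actives, possibly toxicity-flagged; inactive means the rest, including those meeting only one limit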;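 further: in these data hits start at about 27%; measured in HUVEC primary endothelial cells; signal is the percent of cells scored E-selectin positive by PE staining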
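Assay system: HUVEC primary endothelial cells. Input: 3,000 HUVEC seeded per well. Doses: one compound dose added by pin transfer. Read-out basis: % PE-positive cells. Benchmarks: TNF-alpha high, DMSO low. Detection: immunofluorescence imaging. Buffer or medium: EGM-2, gelatin.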
esBAF inh – Bmi1 luciferase reporter increase in mESCs, primary screen, esBAF inhibitor project, mouse ES cells, Bmi1 luciferase knock-in, single point. 24 h; 100% = twice the neutral-well signal. reporter increase, % at 12.5 µM. hit rate 2% among 350,000; in the data active means activation above about 40%; inconclusive means no clear call, values can overlap the other calls;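 further: 0% = median of the plate's neutral control wells and 100% = double that signal; a rise in the Bmi1 reporter signal indicates esBAF inhibition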
S100A4 MyoIIA – inhibitors of S100A4-myosin IIA peptide binding, primary screen, biochemical, fluorescence polarization, TAMRA-MyoIIA peptide; inhibition, % at 10.7 µM; hit rate 0.14% among 360,000; AID 652163, 2013;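 active means mean inhibition of at least 70% across replicates, with every replicate also reaching that level; inconclusive means mean inhibition reaches 70% but some replicates fall short; inactive means mean inhibition below 70%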
Target sequence (P26447 whole entry, looked up): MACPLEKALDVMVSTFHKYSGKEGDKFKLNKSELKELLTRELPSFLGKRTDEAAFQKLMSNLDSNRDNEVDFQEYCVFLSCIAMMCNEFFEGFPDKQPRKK
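Compound dosing: one dose per compound; test system: human S100A4 monomer with TAMRA-labelled myosin IIA peptide; probe or stimulus: TAMRA-labelled myosin IIA heavy-chain peptide probe, 5 nM; medium: HEPES buffer with Ca2+, pH 7.2; schedule: 5 min incubation before reading; benchmarks: neutral control DMSO, positive control TFP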
XiGFP reactiv – activators of inactive X chromosome reactivation, primary screen, imaging, XiGFP fibroblasts, GFP high-content imaging, set 2; XiGFP mouse fibroblasts, % GFP-positive cells imaging, 3 d; cells co-treated with 5-aza-dC sensitizer; scaled so ellipticine positive control = 100%; activation, % at 7.58 µM; hit rate 0.055% among 360,000; AID 743238, 2013;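 active means mean normalized replicate activation at least 10% and every replicate at or above 10%; inconclusive means only one of the two criteria met; inactive means mean below 10% and not all replicates reach 10%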;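 further: 0% = median of on-plate neutral control wells and 100% = ellipticine 6 µM median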
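Material: XiGFP fibroblasts, SV40-immortalized; Buffer or medium: DMEM containing 5-aza-dC; Compound dosing: single point; Times: 3 days compound exposure.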
RAD54 branch – inhibitors of human RAD54 branch migration, primary screen, biochemical, fluorescence, single point | DNA repair and recombination protein RAD54-like (Homo sapiens), Q92698 | RAD54 Holliday junction branch migration, FAM/BHQ fluorescence | inhibition, % at 10.4 µM | hit rate 0.14% among 360,000 | AID 602329, 2012;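 active means mean normalized replicate activity at least 40 and at least half of replicates scoring 40 or more; inconclusive means only one of the two criteria met; inactive means mean below 40 and under half of replicates reaching 40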;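 further: 0% = median of neutral control wells and 100% = median of positive control wells; inhibitors cause a drop in the FAM fluorescence signal; in these data hits start at about 50%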
* hit, by the source's call; ? = inconclusive; / = no result given; & = joins results of further samples.

SMILES	ERAP1 inh	RAD52 inh	ERp5 inh	E-sel inducer	esBAF inh	S100A4 MyoIIA	XiGFP reactiv	RAD54 branch
CC(=O)Nc1ccc(NC(=O)c2c([N+](=O)[O-])cnn2C)cc1	1	-4	-2	/	-3	1	0.2	-10
CCOC(=O)c1nnn2c1nc(N1CCOCC1)c1ccccc12	/	-5	-2	/	/	0	0.0	-2
Cc1nn(C)c(C(=O)N/N=C/c2ccc(Br)cc2)c1Cl	0	-12	3	-0.3	9	4	0.0	/
OCC1CCN(Cc2cn(Cc3ccccc3)nc2-c2cc3ccccc3o2)CC1	3	-17	?	0.0	-1	-11	0.1	12
C[C@@H](NC(=O)[C@H]1[C@H](CO)[C@H]2Cn3c(cccc3=O)[C@H]2N1Cc1cccnc1)c1ccccc1	-1	-27	-3	0.1	0	26	0.3	6
C[C@H]1CN([C@@H](C)CO)C(=O)c2cc(-c3ccccc3F)cnc2O[C@H]1CN(C)C	-5	8	-19	0.1	1	0	-0.2	3
CCC1(C)Cc2ccccc2-c2nc(NCCCO)n(C)c(=O)c21 (configuration not stated)	/	-3	4	/	/	-3	0.1	10
N#C[C@H]1[C@H](c2ccc(C#CCC3CCCC3)cc2)[C@H](CO)N1C(=O)c1ccccn1	-5	-38	7	-0.7	-9	-5	0.1	8
COc1ccc2c3c([nH]c2c1)[C@@H](CO)N(C(=O)Cc1ccccc1)CC31CCN(C(=O)Nc2ccccc2F)CC1	-3	4	-2	1.6	/	3	0.3	/
COc1ccc(N2CCN(C(=O)c3cc(=O)c4ccc(C)cc4o3)CC2)cc1	3	3	-4	-0.2	-9	0	0.3	6
CO[C@@H]1CN(C)C(=O)c2cc(NC(=O)NC(C)C)ccc2OC[C@@H](C)N(C(=O)CN(C)C)C[C@H]1C	2	0	1	0.1	-2	4	0.3	-2
COc1ccc(NC(=O)Nc2ccc3c(c2)C(=O)N([C@H](C)CO)C[C@H](C)[C@H](CN(C)C(=O)Nc2ccc(F)cc2)OCCCC[C@@H](C)O3)cc1	0	2	-1	0.2	-2	-1	0.0	7
COc1ccc(-c2ccccc2[C@@H]2[C@H](C#N)N(C(=O)C3CC3)[C@H]2CO)cc1	1	1	0	0.0	/	3	0.2	/
O=C(C[C@@H]1CC[C@H]2[C@@H](COC[C@H](O)CN2C(=O)Nc2ccccc2)O1)NCc1ccccc1F	0	-3	0	0.2	5	1	0.2	4
CC1CCN(c2ccc(S(=O)(=O)N3CCC(C)CC3)cc2N)CC1	-2	2	-1	/	-6	2	0.0	-1
CCCC#Cc1ccc([C@@H]2[C@@H](C#N)N(C(=O)C3CCCC3)[C@H]2CO)cc1	8	-23	-2	-0.2	1	-14	0.0	-17
CC(C)(C)c1nc(SCC(=O)NC2CCCC2)c2ccccc2n1	-5	4	-6	/	-5	-1	0.1	-8
NS(=O)(=O)c1ccc(CNC(=O)c2cc(=O)c3ccccc3o2)cc1	0	-4	1	-1.8	0	-6	-0.1	5
CC(=O)Nc1ccc(NC(=O)c2ccc(C)c(S(=O)(=O)Nc3cccc(C)c3)c2)cc1	1	-22	0	/	9	2	0.0	/
C[C@H](NC(=O)[C@@H]1CCCN1C(=O)OC(C)(C)C)c1ccccc1	/	-11	-2	-0.1	/	3	0.0	/
COc1cc(S(=O)(=O)Nc2ccc3cn[nH]c3c2)ccc1Cl	0	-5	0	/	-1	5	0.0	/
CO[C@@]1(NC(=O)Cc2cccs2)C(=O)N2C(C(=O)O)=C(COC(N)=O)CS[C@@H]21	-2	-39	2	0.0	-3	-4&-7	0.3	-5
C/C=C/c1ccc([C@H]2[C@@H](CO)N(CC3CCCC3)[C@H]2CNC(C)=O)cc1	-1	14	-4	-0.2	/	7	0.3	/
CCCCCN(C(=O)NC(=O)Nc1ccccc1C)S(=O)(=O)c1ccccc1	-1	0	10	1.1	/	-12	-0.1	/
Cc1ccc(OCCn2c(=O)oc3ccc(C)cc32)cc1	-4	-14	-1	10	20	2	0.1	-2
C[C@H](CO)N1C[C@H](C)[C@@H](CN(C)S(=O)(=O)c2ccc(Cl)cc2)Oc2ccc(NC(=O)Nc3cccc4ccccc34)cc2C1=O	-2	1	/	23	/	10	0.0	/
CCC(=O)Nc1ccc2c(c1)OC[C@@H](C)N(C(=O)Cc1cccnc1)C[C@H](C)[C@@H](OC)CN(C)C2=O	0	-6	9	0.2	-2	-2	0.6	-6
COc1ccc(CC(NC(C)=O)C(=O)NC2CCN(C(=O)Nc3ccccc3C)CC2)cc1OC (configuration not stated)	-1	-7	2	0.3	0	2	0.0	6
CCCCNc1c(-c2ccc(F)cc2)nc2nc(C)cc(C)n12	-2	-25	-1	0.0	/	-9	0.0	/
COc1cccc(C(=O)OC(C)C(=O)NCC2CCCCC2)c1 (configuration not stated)	-4	-5	0	1.2	-8	2	0.1	7

Four of the entries above in order of the RAD52 inh value, lowest first:
| Structure | RAD52 inh |
| --- | --- |
| CC(=O)Nc1ccc(NC(=O)c2ccc(C)c(S(=O)(=O)Nc3cccc(C)c3)c2)cc1 | -22 |
| Cc1ccc(OCCn2c(=O)oc3ccc(C)cc32)cc1 | -14 |
| COc1cccc(C(=O)OC(C)C(=O)NCC2CCCCC2)c1 (configuration not stated) | -5 |
| C/C=C/c1ccc([C@H]2[C@@H](CO)N(CC3CCCC3)[C@H]2CNC(C)=O)cc1 | 14 |

5 entries picked at random from those above, as already listed:
SMILES	ERAP1 inh	RAD52 inh	ERp5 inh	E-sel inducer	esBAF inh	S100A4 MyoIIA	XiGFP reactiv	RAD54 branch
Cc1ccc(OCCn2c(=O)oc3ccc(C)cc32)cc1	-4	-14	-1	10	20	2	0.1	-2
COc1ccc(CC(NC(C)=O)C(=O)NC2CCN(C(=O)Nc3ccccc3C)CC2)cc1OC (configuration not stated)	-1	-7	2	0.3	0	2	0.0	6
CC(=O)Nc1ccc(NC(=O)c2ccc(C)c(S(=O)(=O)Nc3cccc(C)c3)c2)cc1	1	-22	0	/	9	2	0.0	/
CC(C)(C)c1nc(SCC(=O)NC2CCCC2)c2ccccc2n1	-5	4	-6	/	-5	-1	0.1	-8
COc1cccc(C(=O)OC(C)C(=O)NCC2CCCCC2)c1 (configuration not stated)	-4	-5	0	1.2	-8	2	0.1	7

Other structures follow.
SMILES	ERAP1 inh	RAD52 inh	ERp5 inh	E-sel inducer	esBAF inh	S100A4 MyoIIA	XiGFP reactiv	RAD54 branch
COCC#Cc1ccc([C@@H]2[C@@H](CO)N3CCCCN(S(=O)(=O)c4ccc(OC)cc4)C[C@@H]23)cc1	0	-72	3	-0.4	3	-8	0.1	-7
COc1ccccc1C#Cc1cnc2c(c1)C(=O)N([C@@H](C)CO)C[C@@H](C)[C@H](CN(C)C(=O)c1ccc3c(c1)OCO3)O2	/	7	1	0.0	8	-2	-0.8	-6
CC(C)NC(=O)N(C)C[C@H]1Oc2ccc(NC(=O)Nc3cccc4ccccc34)cc2C(=O)N([C@H](C)CO)C[C@@H]1C	-2	-11	2	-0.2	3	4	-0.2	-5
NC(=O)CSc1n[nH]c(-c2ccco2)n1	4	-5	2	/	-2	-1	-0.4	/
O=[N+]([O-])c1ccc(S(=O)(=O)NCC2CCCO2)cc1 (configuration not stated)	1	-2	-3	/	/	1	0.3	-3
C(=NN=Cc1c[nH]c2ccccc12)c1c[nH]c2ccccc12	-2	-15	-5	0.3	74*	-5	0.3	1
CNC[C@H]1OCCCC[C@H](C)Oc2ccc(NC(=O)C3CCCCC3)cc2C(=O)N([C@@H](C)CO)C[C@@H]1C	0	-245	-4	0.0	-2	-17	-1.2	-7
O=C(CCNC(=O)c1ccc(Br)cc1)Nc1ccc(S(=O)(=O)N2CCOCC2)cc1	5	-19	0	/	-8	-1	-0.1	1
CCS(=O)(=O)Nc1ccc2c(c1)C(=O)N(C)[C@H]1CC[C@@H](CC(=O)N[C@H]3CCN(Cc4ccccc4)C3)O[C@H]1CO2	/	/	/	0.2	5	/	0.0	9
O=C(CNS(=O)(=O)c1ccccc1F)OCC(=O)c1c[nH]c2ccccc12	1	13	9	/	-6	-4	0.2	-7
Cc1cc(S(=O)(=O)NCc2ccccc2)ccc1OCC(=O)NCc1cccnc1	-3	-6	-1	-0.1	3	-3	-0.1	-1
CCCC(=O)Nc1ccc2c(c1)C(=O)N(C)[C@H]1CC[C@@H](CC(=O)N3CCCCC3)O[C@H]1CO2	/	-4	/	-0.2	-8	/	0.1	/
Cn1c(NCCc2ccncc2)nc2cc(-c3ccccc3)sc2c1=O	-4	-14	0	-0.1	56*	13	-0.1	9
COc1ccc(C(=O)[C@H]2[C@H]3C(=O)N(c4ccc(OC(C)=O)cc4)C(=O)[C@H]3C3C=CC=NN32)cc1 (some centres not stated)	2	-12	4	-0.2	-5	-23	0.5	/
CC/C(C)=N/Nc1nc2c(c(=O)[nH]c(=O)n2C)n1Cc1ccccc1	1	5	0	-0.2	-7	-6	-0.1	1
C[C@H](CO)N1C[C@H](C)[C@@H](CN(C)S(C)(=O)=O)Oc2c(NC(=O)c3nc4ccccc4s3)cccc2C1=O	-4	/	8	/	2	9	0.0	7
O=C(O)c1cccc(NC(=S)N/N=C/c2ccccc2OCc2cccc(Br)c2)c1	5	-17	2	/	11	6	0.1	/
C[C@H](CO)N1C[C@H](C)[C@@H](CN(C)Cc2ccncc2)Oc2ncc(C#Cc3cccnc3)cc2C1=O	-1	2	3	0.3	5	3	-0.2	14
O=C(C1CCCC1)N1CC2(C1)[C@H](c1ccccc1)[C@H](CO)N2CC1CCCC1	-8	-67	-1	-0.1	/	2	0.1	/
Oc1c(N=NC(=S)Nc2ccccc2F)c2ccccc2n1Cc1ccccc1Cl	1	3	-1	0.2	-8	1	0.5	3

An unsorted share of the library. Share with any hit: about 2.5%.
